From PubChem BioAssay
inhibitors of VEEV = inhibitors of VEEV TC-83 cytopathic effect, confirmation, Vero cells (AID 588727). Vero cells, VEEV TC-83 cytopathic effect inhibition; higher % means a stronger effect. one-dose inhibition, % at 20 µM; IC50 in µM for titrated hits. 350,000 tested, 0.13% active; in the data active means a potency from the dose series; inconclusive means inhibition mostly from about 14% at the one dose, without a potency; inactive means the rest, 99 in 100 with inhibition below about 12%; further: strong numbers were not always called active
influenza NS1A = NS1A inhibition, H1N1 influenza, cell based functional assay (AID 504329); NS1A functional cell-based assay, percent inhibition; higher % means a stronger effect; inhibition, % at 12.5 µM, or IC50 in µM where a hit was titrated; 340,000 tested, 0.3% active; in the data active means a potency from the dose series; inconclusive means inhibition above about 27% without an active follow-up result; further: strong numbers were not always called active
tuberculosis growth = growth inhibition of non-replicating M. tuberculosis (AID 488890); Mycobacterium tuberculosis non-replicating, growth inhibition; higher % means a stronger effect; 320,000 tested, 0.39% active; one-dose inhibition, % at 25 µM; IC50 in µM for titrated hits; in the data active means a potency from the dose series; inconclusive means inhibition mostly from about 82% at the one dose, without a potency; inactive means the rest, 99 in 100 with inhibition below about 76%;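 further: plate controls were DMSO cells for no effect and high antibiotic wells for full effect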
PhoP GFP inhibition = Inhibition of PhoP regulon, Salmonella typhi GFP reporter cells, confirmation, 4 h (AID 1850); Salmonella Typhi PhoP-promoter GFP reporter, fluorescence, 4 h; higher % means a stronger effect; one-dose inhibition, % at 50 µM; IC50 in µM for titrated hits; 310,000 tested, 0.33% active; in the data active means a potency from the dose series; inconclusive means inhibition mostly from about 25% at the one dose, without a potency; inactive means the rest, 99 in 100 with inhibition below about 19%;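 further: 0% = induced wells with vehicle and 100% = uninduced wells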
M. tuberculosis HTS = M. tuberculosis growth inhibition, HTS (AID 449762); M. tuberculosis H37Rv growth inhibition, 7H9 media; higher % means a stronger effect; inhibition, % at 25 µM; hits with a dose series show IC50 in µM; 330,000 tested, 0.59% active; in the data active means a potency from the dose series; inconclusive means inhibition above about 70% without an active follow-up result;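 further: bacterial growth assessed after seven days of incubation; strong numbers were not always called active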
inhibitors of VEEV 10K pilot screen = further read-out of inhibitors of VEEV, marked with its call; inhibition, %; measured here: 10K pilot screen inhibition
Starred values were filed as active, the others as inactive; i = inactive; u = inconclusive; x = no result given.

SMILES	inhibitors of VEEV	influenza NS1A	tuberculosis growth	PhoP GFP inhibition	M. tuberculosis HTS	others
CCOC(=O)CC1(NC(=O)C2CCC(=O)N(Cc3ccccc3OC)C2)CCCCC1 (stereo unspecified)	3.1%	-5%	8%	5%	-3%
c1csc(C(c2nnnn2C2CCCCC2)N2CCCC3(CCCCC3)C2)c1 (stereo unspecified)	1.2%	-3%	-1%	-4%	-4%
COc1ccc(N2C(=O)CC(c3cc(OC)c(OC)c(OC)c3)CC2=O)cc1	6.0%	-13%	-7%	4%	-3%
Cc1c(NC(=O)CSc2ccc3c(c2)OCCO3)c(=O)n(-c2ccccc2)n1C	0.5%	3%	8%	-4%	-6%
CSCCC(NC(=O)c1ccccc1)C(=O)Nc1ccc(C)cc1 (stereo unspecified)	0.5%	-9%	-3%	4%	4%
COc1cc(NC(=S)NN2CCN(C)CC2)cc(OC)c1OC	0.3%	2%	-8%	-9%	-3%
CCCCCC(=O)Nc1cccc(C2=NOC3(C2)C[C@@H](C(N)=O)N(C(=O)c2cc([N+](=O)[O-])cc([N+](=O)[O-])c2)C3)c1 (stereo partly specified)	i	6%	u	-8%	u
CCC1CCCCN1S(=O)(=O)c1ccccc1[N+](=O)[O-] (stereo unspecified)	i	1%	10%	-8%	-8%
CCn1c(N2CCN(CC(=O)c3c(C)n(C)c4ccccc34)CC2)nc2c1c(=O)[nH]c(=O)n2C	2.1%	10%	1%	-4%	-3%
Cc1ccc(N/N=C(\C#N)C(=N)N2CCOCC2)cc1	0.6%	2%	-9%	-4%	11%
N#CC1=C(SCc2ccccc2Cl)NC(=O)C(C(N)=O)C1 (stereo unspecified)	i	4%	-4%	-3%	-8%
Cc1cc(Sc2nnc(N)s2)c2ccccc2n1	9.3%	0%	u	-2%	11%
CCCCS(=O)(=O)N1CCCC(C(=O)NCCc2ccccc2)C1 (stereo unspecified)	0.3%	0%	-17%	2%	3%
Cc1ccc(OC(=O)c2cncc(Br)c2)c(C)c1	0.3%	0%	u	-3%	55%
C[C@@H](NC(=O)/C(C#N)=C/c1ccc(O)c(O)c1)c1ccccc1	3.5%	4%	47%	31%	19%
N#Cc1cc2ccccc2nc1SCC(=O)NC1CC1	0.1%	-9%	-3%	7%	-10%
CSC(=S)NCc1cccnc1	1.2%	-1%	u	0%	11µM*
CCn1c(/C(C#N)=C(\O)CCc2ccccc2)nc2ccccc21	7.5%	1%	-3%	3%	2%
Cc1cc(NC(=O)CSc2nc(=O)n3cccc(C)c3n2)no1	0.5%	-11%	-14%	0%	2%
CN(NC(=O)c1ccccc1F)c1ccc([N+](=O)[O-])cn1	6.1%	1%	-46%	-14%	-13%
Cc1cc(C(=O)CSc2nn(-c3ccccc3)c(=S)s2)c(C)n1Cc1ccco1	i	5%	9%	-18%	8%
O=C(N1CCN(c2ccccc2)CC1)C(F)(F)C(F)(F)F	i	-1%	6%	-6%	-7%
COc1cc(NC(=O)CSc2nnc3ccccn23)cc(OC)c1	1.6%	3%	2%	x	-2%
COc1ccccc1N1CCN(S(=O)(=O)c2ccc(-c3ccc(=O)[nH]n3)o2)CC1	1.6%	6%	-17%	5%	9%
CCOC(=O)c1ccc(NC(=O)c2ccc3c(c2)C(=O)N(CC2CCCO2)C3=O)cc1 (stereo unspecified)	2.8%	6%	20%	-3%	45%

(more compounds)
SMILES	inhibitors of VEEV	influenza NS1A	tuberculosis growth	PhoP GFP inhibition	M. tuberculosis HTS	others
COc1cc(C(=O)COC(=O)C2CCN(c3ccc(C(F)(F)F)cn3)CC2)ccc1OC(F)F	6.7%	-17%	6%	7%	64%
COc1ccc(C2=C/C(=C\c3cccc(OC(C)=O)c3)C(=O)O2)cc1	i	0%	71%	-5%	11%
CC(=O)c1ccc(NC(=O)CC2S/C(=N/N=C3CCCCCC3)NC2=O)cc1 (stereo unspecified)	0.9%	-14%	x	x	x
CCC1C(c2cc(OC)c(OC)c(OC)c2)c2cc3c(cc2OC1N1CCCC1)OCO3 (stereo unspecified)	10%	-6%	x	x	x
CCCCCC1CC(CC(=O)Nc2ccc([N+](=O)[O-])cc2)OC1=O (stereo unspecified)	i	-23%	40%	11%	11%
Cc1nc2nc(-c3ccccc3)[nH]n2c(=O)c1C	i	-6%	x	7%	x
Cn1c(SCc2ccccc2)nc2c1c(=O)[nH]c(=O)n2C	0.8%	16%	5%	-3%	0%
C/C(=C\c1ccccc1)C(=O)Nc1ccc(Cl)cn1	0.5%	-23%	u	1%	13%
O=C(CN1C(=O)NC(c2ccccc2)(c2ccccc2)C1=O)N1CCOCC1	1.0%	-3%	-10%	x	-1%
CC(=O)OCC1OC(n2cc(F)c(=O)[nH]c2=O)C(OC(C)=O)C1OC(C)=O (stereo unspecified)	5.2%	-20%	0%	-1%	4%
CCc1cccc(OCC(=O)Nc2ccccc2N2CCCC2)c1	4.8%	4%	39%	1%	64%
COc1cc(C(c2nnnn2C2CCCC2)N2CCc3ccccc3C2)ccc1O (stereo unspecified)	0.1%	-30%	35%	-1%	0%
COc1cc(/C=C2\Oc3cc(O)ccc3C2=O)ccc1O	6.8%	-3%	-6%	12%	-8%
O=C(Nc1cccc(-c2nnn(CC(=O)N3CCc4ccccc4C3)n2)c1)C1CCC1	1.7%	4%	12%	6%	1%
CCOc1ccccc1NC(=O)Cn1nnc(C(=O)NCc2ccco2)c1N	11%	4%	-6%	-4%	-6%
Cn1cnnc1SCC(=O)c1cc2ccccc2oc1=O	1.0%	4%	1%	-2%	-10%
Cn1c(/C=C/c2ccccc2[N+](=O)[O-])nc2ccccc2c1=O	0.4%	6%	-6%	7%	10%
CCOc1ccc(Br)cc1S(=O)(=O)N1CC(C)OC(C)C1 (stereo unspecified)	0.9%	-1%	13%	8%	-11%
CCn1c(SCC(=O)c2cc(C)n(-c3ccc(C(=O)OC)cc3)c2C)nnc1-c1cccnc1	6.3%	19%	74%	-4%	u
C[C@@H]1NC(=O)c2cc([N+](=O)[O-])cc(I)c2NCCCC[C@@H](C(N)=O)NC(=O)[C@H](CCC(=O)O)NC1=O	1.0%	11%	-5%	3%	-4%
COC(=O)c1ccccc1NC(=O)Cn1cnc2c1c(=O)n(C)c(=O)n2C	i	-12%	3%	4%	0%
CC1CCCN(CCCNC(=O)c2ccc(N3CCCC3=O)cc2)C1 (stereo unspecified)	3.1%	5%	-3%	3%	5%
O=C(NCCCNC(=O)c1ccccn1)c1ccc(Cl)cc1	i	7%	-6%	2%	1%
COc1ccccc1-n1c(SC)nc2c(sc(=S)n2-c2ccccc2)c1=O	0.6%	1%	x	x	x
CCOc1ccccc1C(=O)Nc1ccc(C(=O)c2ccccc2)cc1	2.1%	4%	49%	-6%	2%

Among those listed so far, these contain bromine.
SMILES	inhibitors of VEEV	influenza NS1A	tuberculosis growth	PhoP GFP inhibition	M. tuberculosis HTS	others
Cc1ccc(OC(=O)c2cncc(Br)c2)c(C)c1	0.3%	0%	u	-3%	55%
CCOc1ccc(Br)cc1S(=O)(=O)N1CC(C)OC(C)C1 (stereo unspecified)	0.9%	-1%	13%	8%	-11%

Returning to the listing, repeating the 2 entries before the break.
SMILES	inhibitors of VEEV	influenza NS1A	tuberculosis growth	PhoP GFP inhibition	M. tuberculosis HTS	others
COc1ccccc1-n1c(SC)nc2c(sc(=S)n2-c2ccccc2)c1=O	0.6%	1%	x	x	x
CCOc1ccccc1C(=O)Nc1ccc(C(=O)c2ccccc2)cc1	2.1%	4%	49%	-6%	2%
CC(=O)Nc1ccc(N2C(=O)CSC2c2cccc([N+](=O)[O-])c2)cc1 (stereo unspecified)	1.3%	-5%	4%	0%	-8%
N#Cc1ccc(NC(=O)CN2CCN(c3ccccn3)CC2)cc1	0.1%	17%	5%	-3%	6%
O=C(CNCc1cccs1)NC12CC3CC(CC(C3)C1)C2	i	-2%	31%	5%	4%
COc1ccccc1NC(=O)N1CCCC1C(=O)NCC1CCCO1 (stereo unspecified)	i	4%	-7%	5%	5%
Cc1nc(SCC(=O)c2ccccc2)c([N+](=O)[O-])[nH]1	i	0%	24%	23%	7%
COc1cc(/C=C(\C#N)c2nc3c(s2)CC(C)CC3)ccc1O (stereo unspecified)	i	26%	3%	-4%	31µM*
CC1(C)Cc2cccc(OCC(=O)OCC(=O)Nc3ccccc3)c2O1	5.1%	-2%	-13%	0%	-5%
O=C1CCC(C(=O)N(Cc2cccs2)C2(C(=O)NC3CCCCC3)CCCCC2)N1 (stereo unspecified)	i	1%	9%	-5%	1%
CCOC(=O)CN(C#N)c1nc(C)cc(C)n1	3.1%	-10%	2%	-2%	-1%
CC1=NNC(=O)C1CCC(=O)N/N=C(/C)c1ccc([N+](=O)[O-])cc1 (stereo unspecified)	i	-1%	6%	-6%	4%	inhibitors of VEEV 10K pilot screen=0.7
Cc1ccc(C)c(S(=O)(=O)N(C)c2ccc(OC(=O)CN3C(=O)NC4(CCCC4)C3=O)cc2)c1	7.1%	-13%	x	x	x
CCOc1ccccc1NC(=O)CSc1nncc2ccccc12	0.7%	7%	1%	-6%	0%
Cc1ccc(NC(=O)CSc2nnc(CNC(=O)c3ccccc3F)o2)cc1	0.3%	0%	30%	-8%	-3%
CC(C)(C)SCCNC(=O)CSCc1ccc([N+](=O)[O-])cc1	0.9%	21%	64%	-4%	5%
Cc1ccc2nc(SCC(=O)Nc3ccc(F)cc3F)nc(=O)n2c1	2.0%	-3%	-19%	4%	-6%
CCOc1ccc(S(=O)(=O)N2CCCCC2)cc1NC(=O)CN1C(=O)NC(C)(c2ccc(C)cc2)C1=O (stereo unspecified)	0.9%	-1%	30%	-2%	31%
COCCCn1c(Cc2ccccc2)nnc1SCC(=O)N1CCCCC1	0.8%	-2%	-11%	-11%	-2%
CC1(C)Oc2ccc(C(=O)N3CCOCC3)cc2N(CC(=O)Nc2ccccc2)C1=O	i	-1%	12%	-14%	9%
O=C(c1ccc([N+](=O)[O-])cc1)N1CCSC1c1ccc(Br)cc1 (stereo unspecified)	1.6%	6%	20%	0%	-1%
COc1cc(C(C)=O)ccc1COc1ccc(C(=O)O)cc1OC	0.4%	1%	-12%	2%	2%
COC(=O)c1ccsc1NC(=O)C1COc2ccccc2O1 (stereo unspecified)	10%	-1%	x	0%	3%
O=C(C1CC1)N1N=C(c2ccc(Br)cc2)CC1(O)C(F)(F)F (stereo unspecified)	2.5%	2%	53%	9%	u
O=C1CCCC2=C1C(c1ccc(O)c(O)c1)Nc1ccc3ccccc3c12 (stereo unspecified)	1.1%	5%	0%	6%	4%
CCN(CC)CCNC(=O)C1CCC(=O)N(c2ccc(OC)cc2)C1c1ccc(F)cc1 (stereo unspecified)	1.8%	-2%	-11%	1%	-10%
CCOC(=O)c1c(-c2ccc(C)cc2)csc1NC(=O)/C(C#N)=C/c1ccc(O)c(OC)c1	1.6%	-2%	x	x	x

Grouped by structure: the entries above containing a Cl atom (three)
SMILES	inhibitors of VEEV	influenza NS1A	tuberculosis growth	PhoP GFP inhibition	M. tuberculosis HTS	others
N#CC1=C(SCc2ccccc2Cl)NC(=O)C(C(N)=O)C1 (stereo unspecified)	i	4%	-4%	-3%	-8%
C/C(=C\c1ccccc1)C(=O)Nc1ccc(Cl)cn1	0.5%	-23%	u	1%	13%
O=C(NCCCNC(=O)c1ccccn1)c1ccc(Cl)cc1	i	7%	-6%	2%	1%
